Screens: PubChem, several laboratories
PKA-R2B activ – activates the human PKA-R2B holoenzyme complex; 0.079% of 340,000 active; AID 504700; P22694+P31323; activation, % at 11.4 µM; PKA-R2B holoenzyme dissociation, Cy5-IP20 fluorescence polarization; R2B truncated from residue 108, S112A mutant; 0% DMSO only, 100% 113 µM cGMP;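 active means activation above a cutoff set at the mean over all compounds plus 3 SD, cut at about 18% in these data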;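 further: higher means more holoenzyme dissociation and a rise in polarization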
Target sequence (P31323 whole entry, looked up, other chains not shown, the tested form may be a part): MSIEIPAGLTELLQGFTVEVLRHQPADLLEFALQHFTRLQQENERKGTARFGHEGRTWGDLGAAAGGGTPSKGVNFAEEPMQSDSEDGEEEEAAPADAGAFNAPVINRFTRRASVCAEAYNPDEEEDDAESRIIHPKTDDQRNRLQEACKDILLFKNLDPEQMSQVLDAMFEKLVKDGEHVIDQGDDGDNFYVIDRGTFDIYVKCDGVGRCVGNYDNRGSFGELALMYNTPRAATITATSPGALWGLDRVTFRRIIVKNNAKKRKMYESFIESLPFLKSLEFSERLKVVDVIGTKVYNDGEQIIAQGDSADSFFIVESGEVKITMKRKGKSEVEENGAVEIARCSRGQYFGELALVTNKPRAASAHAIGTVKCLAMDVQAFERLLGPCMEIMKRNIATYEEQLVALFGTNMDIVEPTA
NSD2 inh – NSD2 (human) methyltransferase inhibition. NSD2 peptide methylation, AlphaScreen, 120 min. 0.54% of 310,000 active. inhibition, % at 12.5 µM. O96028. AID 743445; in the data active means inhibition above about 50%
PKA-R1A act – activates the PKA-R1A holoenzyme complex. AID 504707. P00514+P68181. PKA-R1A dissociation, Cy5-IP20 fluorescence polarization; scaled: DMSO 0%, 113 µM cGMP 100%. activation, % at 11.4 µM. 0.083% of 340,000 active;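 active means percent activation above the mean of all tested compounds plus 3 SD, cut at about 19% in these data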;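 further: higher means more PKAc released from R1A so a rise in polarization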
SR-BI DiI inh – blocks mouse SR-BI lipid uptake from DiI-HDL; Q61009; ldlA[mSR-BI] CHO cells, DiI-HDL uptake fluorescence, 3 h; inhibition, % at 12.5 µM; 0.96% of 320,000 active; AID 488896;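 active means mean replicate inhibition of at least 70% and a set share of replicates each scoring 70 or more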;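 further: 0% = median of neutral control wells and 100% = median of positive control wells; values of inactives mirror those of a sister screen read the other way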
Arrestin-AP2 inh – inhibitors of human beta-arrestin and AP2 interaction; FITC-arrestin peptide / GST-AP2 beads, flow cytometry; AP2 beta2 appendage carries R879A mutation; inhibition, % at 10 µM; 0.31% of 340,000 active;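 active means inhibition above a set limit, near 3 SD of compounds lacking own fluorescence, cut at about 54% in these data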;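 further: plate controls were DMSO wells for no effect and 5 µM unlabelled arrestin peptide for full effect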
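System: GST-AP2 R879A glutathione beads; medium: PBS, Tween 20 0.05%, BSA 0.1%; reagent: fluorescein-tagged arrestin peptide at 50 nM final; schedule: pre-incubation 12 min, peptide binding 1 h, room temperature; detection: flow cytometry, FL1 (488/535 nm); read-out: inhibition as reduced fluorescein signal on beads, percent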
MITF act – activators of MITF-driven TRPM1 promoter activity in SK-MEL-5 cells; SK-MEL-5 TRPM1-promoter luciferase, 24 h; % of positive control, neutral wells = 0; activation, % at 12.5 µM; 0.75% of 300,000 active; AID 588334;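 active means mean activation of at least 80% with every replicate also reaching 80%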;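 further: 0% = neutral control wells and 100% = parthenolide positive control wells; values of inactives mirror those of a sister screen read the other way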
DSG3 Ab inh – human desmoglein-3 autoantibody binding inhibition; binding (percent of control), % at 10 µM; 0.48% of 310,000 active; P32926; DSG3-coupled beads, scFv-anti-DSG3-GFP binding, flow cytometry; stronger effect = lower value; AID 588358;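 active means binding more than 3 SD below its plate's average and above zero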;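 further: hits lower antibody fragment binding to DSG3; some compounds called inactive have numbers as strong as hits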
CDK5 p35 inh – CDK5/p35 (human) kinase inhibition | Q00535+Q15078 | Recombinant CDK5/p35, ADP-Glo luminescence, 60 min | inhibition, % at 10 µM | 0.01% of 330,000 active | AID 488839;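 active means highest replicate inhibition of at least 50% and at least 75% of replicates reaching 50%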;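 further: plate controls were DMSO neutral control for no effect and GW8510 at 10 µM for full effect; many of its hits are not listed in these tables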
SR-BI DiI-HDL act – enhances SR-BI lipid uptake from DiI-HDL; CHO ldlA[mSR-BI] cells, DiI-HDL uptake fluorescence, 3 h; 100 = double the neutral-control signal; activation, % at 12.5 µM; 0.096% of 320,000 active; AID 504775;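 active means mean replicate activation of at least 60% and every replicate at or above 60%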;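 further: 0% = median plate neutral-control signal and 100% = twice that signal; values of inactives mirror those of a sister screen read the other way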
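Assay system: CHO ldlA[mSR-BI] cells, LDL receptor-null, SR-BI overexpressing; medium: Ham's F12 with 0.5% BSA, HEPES 25 mM, pH 7.4; also added: DiI-HDL 10 µg/mL; timing: 3 h uptake period with compound, 37 °C; signal: DiI fluorescence, bottom read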
dFosB activator – mouse delta FosB homodimer activation; P13346; 0.99% of 340,000 active; purified delta FosB, TAMRA-CDK5 oligo fluorescence polarization; percent of positive-control signal above neutral wells; activation, % at 25 µM; AID 493131;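 active means mean activation above about 17%, with every replicate also reaching it, limit read from the data, passing the limit was not always enough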;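 further: fluorescence polarization rise as delta FosB binds a TAMRA Cdk5 AP-1 oligo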
Target sequence (P13346 whole entry, looked up): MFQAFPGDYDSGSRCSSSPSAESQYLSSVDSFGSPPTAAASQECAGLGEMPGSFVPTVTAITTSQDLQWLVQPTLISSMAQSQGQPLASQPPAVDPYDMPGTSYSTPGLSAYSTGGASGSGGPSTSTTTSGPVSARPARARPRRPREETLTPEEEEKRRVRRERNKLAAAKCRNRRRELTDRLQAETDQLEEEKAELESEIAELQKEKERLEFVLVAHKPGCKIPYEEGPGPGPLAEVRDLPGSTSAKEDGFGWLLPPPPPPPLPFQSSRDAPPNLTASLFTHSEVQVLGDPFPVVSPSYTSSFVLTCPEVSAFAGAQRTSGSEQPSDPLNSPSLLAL
SUMO Mot1 rescue – inhibitors of SUMOylation pathway: yeast Mot1-301 growth rescue; S. cerevisiae Mot1-301 growth rescue, ATP luminescence, 38.5C; percent above DMSO median, 100 means doubled; growth rescue, % at 18.8 µM; 1% of 320,000 active; AID 2716;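 active means every valid replicate shows activation above 250% relative to neutral control wells; inactive means the rest, any valid replicate at or below 250%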;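 further: OY570 slx delta 5 strain wells were the positive control but not used for scaling; some compounds called inactive have numbers as strong as hits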
Starred values were filed as active, the others as inactive; / = not tested or not shown.

SMILES	PKA-R2B activ	NSD2 inh	PKA-R1A act	SR-BI DiI inh	Arrestin-AP2 inh	MITF act	DSG3 Ab inh	CDK5 p35 inh	SR-BI DiI-HDL act	dFosB activator	SUMO Mot1 rescue
COc1ccc(C(=O)Nc2cc(OC)c(NC(=O)c3ccco3)cc2OC)cc1	1	4	12	69	2	-7	126	1.0	-69	-18	1
Cc1ccc(NC(=O)Cc2nc(COC(=O)c3c(F)cccc3Cl)cs2)cc1	1	-2	-1	-3	21	2	93	-1.4	3	-9	37
CCCCn1c(NCc2ccccc2NS(=O)(=O)c2ccc(C)cc2)nc2ccccc21	-19	0	-4	47	15	/	96	0.5	-47	-3	5
COc1cc(NS(=O)(=O)c2ccc(NC(=O)CCC(=O)O)cc2)nc(OC)n1	-6	0	-8	-23	-11	1	95	-1.1	23	-1	-7
O=C(CCN1C(=O)c2ccccc2S1(=O)=O)Nc1ccc(F)c([N+](=O)[O-])c1	-18	-1	-3	8	-18	6	98	-1.3	-8	5	-4
CCNC(=S)N(Cc1ccc2c(c1)OCO2)C1CC(=O)N(c2ccc(F)cc2)C1=O (centres undefined)	-2	-2	0	-24	5	-6	108	-1.4	24	-4	-15
O=C1c2ccccc2C(=O)N1CN(C(=O)COc1ccc(Cl)cc1Cl)c1cccc(F)c1	-10	4	-6	-13	-10	42	103	-1.3	13	1	13
COc1cc(NC(=O)c2ccc3c(c2)OCO3)ccc1NC(=O)C(C)C	-1	8	0	41	26	/	108	-0.4	-41	5	-19
O=C(NC1CC2CCCC(C1)N2Cc1ccco1)NC12CC3CC(CC(C3)C1)C2 (centres undefined)	6	2	1	11	32	16	/	-2.0	-11	2	0
COc1cc(OC)cc(C(=O)NC2CCCN(Cc3ccc(Cl)cc3)C2)c1 (centres undefined)	-2	0	3	10	14	-9	110	-0.6	-10	-13	-12
Cc1nc2nc(C)c(NS(=O)(=O)c3ccc(Cl)cc3)c(=O)n2[nH]1	14	-2	8	/	25	7	100	-0.4	/	-4	-3
O=C(CN1CCN(c2ncccn2)CC1)N1CCCC1	5	-3	-6	-25	-11	0	97	0.4	25	-1	/
CCC(C)c1ccccc1N1CC(C(=O)Nc2ccccc2N2CCCC2)CC1=O (centres undefined)	6	1	-4	30	-2	0	118	-1.3	-30	-12	-11
CN(CC(=O)NCc1cccs1)S(=O)(=O)c1cccc2nsnc12	14	3	-2	-11	1	0	/	0.2	11	-10	436*
Cc1ccc(C(=O)Cn2nnc3ccccc32)cc1	-2	-2	12	-11	14	73	100	0.1	11	-9	1
CCSc1ncnc2c(C#N)c3n(c12)CCCCC3	-5	-1	-6	14	29	/	97	-0.4	-14	-27	-14
COc1ccc(CNC(=O)Cn2nc(C(F)(F)F)c3c2CCC3)cc1	-16	-1	-12	6	-6	/	95	0.2	-6	4	4
CN(C)CC(C)(C)CNS(=O)(=O)c1ccc(Cl)s1	10	4	1	2	-11	11	105	-0.6	-2	-3	1
NC(=S)N/N=C1\c2ccccc2-c2c(C(=O)O)cccc21	-3	4	-2	-3	9	/	117	2.0	3	4	-18
COc1ccccc1N1CCN(CC(O)COc2ccc3c(c2)CCC3)CC1 (centres undefined)	-4	12	-3	18	-2	-8	95	1.6	-18	-10	-6
Cc1ccccc1-c1ccccc1CN1[C@@H](C(C)C)COCCS1(=O)=O	-5	/	-6	2	1	4	97	-2.0	-2	-5	/
CC(C)C(=O)NNc1ccccc1	2	-4	8	7	11	-2	99	/	-7	-1	2
COc1ccc(-n2nc(C(=O)NCC(=O)N3CCOCC3)c3ccccc3c2=O)cc1Cl	0	5	-2	/	1	6	/	-0.2	/	-19	-11
COc1cc(NS(=O)(=O)c2ccc(NC(=O)COc3ccc(C)cc3)cc2)nc(OC)n1	9	2	4	-4	1	/	104	1.5	4	-16	-1
COC(=O)C1=C(C)NC(=O)CC1c1cccc(OC)c1OC (centres undefined)	-4	-5	-13	-11	-1	0	95	-1.0	11	-2	-6
Cc1nc(-c2ccc(-n3nncc3-c3ccco3)cc2)cs1	-2	3	-1	9	-12	8	94	-0.6	-9	-16	-19
CCOc1ccc(OCCCC(=O)NC2=NCCS2)cc1	-5	-1	-4	-4	17	/	92	-2.5	4	3	-16
Cc1c(C(=O)O)oc2ccc3c(c12)C(O)CC(C)(C)O3 (centres undefined)	-4	-2	10	-15	1	5	96	-2.9	15	-1	1
CC1=CC(C)[C@@H]2COC(c3ccc(O)cc3)[C@H]1C2C (some centres undefined)	0	4	-14	3	11	4	93	0.1	-3	-2	43
O=c1c2ccccc2oc2nc3n(c(=O)c12)CCCS3	-4	0	-8	-13	-5	4	105	0.1	13	-29	-8
CCOC(=O)C(Oc1ccc(=O)n(-c2ccccc2)n1)C(C)=O (centres undefined)	0	-3	0	-1	1	-5	101	0.3	1	2	12
NC(=O)c1ccc(NC(=O)COc2cccc3c2CCNC3=O)cc1	-6	-4	-4	-1	7	8	102	-0.3	1	-3	/
COc1cc(SC)ccc1C(=O)Nc1cccc(S(=O)(=O)NC2=NCCCCC2)c1	-4	1	-2	33	0	-4	100	2.2	-33	-1	-7
O=[N+]([O-])c1ccc(O)c(Nc2ncnc3ccccc23)c1	-3	-4	-5	-39	4	7	94	0.5	39	-1	-5
Cc1ccc2nc(N(CCCN(C)C)C(=O)c3ccc(S(=O)(=O)N4CCOCC4)cc3)sc2c1	-5	14	-14	-38	-2	5	120	-1.4	38	-2	-2
Nc1c(C(=O)NCc2ccccc2)nnn1Cc1cccc(Cl)c1	-1	/	-4	-15	-1	-27	105	1.4	15	0	10
Cc1cccc(Cl)c1NC(=S)NN	-1	11	-5	6	35	/	105	-1.6	-6	1	-16
C[C@H](O)C(=O)C1=Nc2c(nc(N)[nH]c2=O)NC1	-6	/	5	-1	-2	3	111	1.0	1	9	-4
CC12CCC(=O)N1C(C(=O)N1CCN(c3cccc(Cl)c3)CC1)CS2 (centres undefined)	-5	0	-6	-3	-8	2	/	1.2	3	-1	0
CCN(C[C@H]1N[C@@](CC)(C(=O)OC)[C@H]2C(=O)N(C)C(=O)[C@@H]12)C(=O)Nc1ccc(OC)cc1	0	/	-10	-10	-4	11	96	0.4	10	-5	-7
CCC(C)Sc1ccc(-c2nc3ccc(Cl)cn3c2NCc2ccccc2)cc1 (centres undefined)	6	/	1	19	0	84*	104	0.2	-19	-9	-9
CC(C)(CNC(=O)c1cccc(S(=O)(=O)NCc2ccccc2)c1)N1CCOCC1	6	2	-5	-4	-4	6	103	1.2	4	1	1
CC1CCN(c2nc(N3CCCCC3)nc(N3CCCCC3)n2)CC1	2	-1	-12	26	3	8	101	-0.3	-26	0	/
CSc1ccccc1NC(=O)CN(c1ccccc1)S(=O)(=O)N(C)C	-5	3	-14	-3	17	-5	108	-0.1	/	-7	119
Cc1cc(NCc2cccnc2)nc(N)n1	-3	-1	1	-20	-14	-9	101	-0.4	20	5	-14
O=C(COc1ccccc1Cl)Nc1cccnc1	12	-1	-3	-10	-4	56	104	-0.1	10	1	4
COCCn1c(C)cc(C(=O)COC(=O)/C=C/c2c(C)nn(C3CCS(=O)(=O)C3)c2Cl)c1C (centres undefined)	-4	2	-5	56	-4	-3	102	1.5	-56	-10	8
O=C(OCC(=O)N(C1CCCCC1)C1CCCCC1)c1ccc(Cl)nc1	1	-4	-4	3	13	-3	103	-0.3	-3	-3	1
COc1ccc(NC(=O)/C(=C\c2cc(OC)c(OC)cc2[N+](=O)[O-])NC(=O)c2ccccc2)cc1	-2	0	3	4	60*	14	106	0.2	-4	-4	8
CCOC(=O)c1cnc(-n2nc(C)cc2C)nc1NNc1cc(C)nc(-c2ccccc2)n1	-2	5	1	-1	10	-41	112	1.1	1	-11	-34
COc1ccccc1/C=C/C(=O)OCC(=O)Nc1ccc(Cl)cn1	-5	-3	3	3	-21	6	117	0.8	-3	-4	2
COc1ccccc1C(=O)NCC(=O)OC(C)C(=O)N(C)C1CCCCC1 (centres undefined)	-10	-2	-4	-11	4	0	96	-0.5	11	0	0
NC1=C([N+](=O)[O-])C(c2ccc3c(c2)OCO3)C2=C(CCCC2=O)O1 (centres undefined)	4	/	-5	/	12	3	90	0.6	/	3	-8
O=C(COC(=O)CC1c2ccccc2CCN1S(=O)(=O)c1ccccc1)Nc1ccccc1 (centres undefined)	-5	-3	7	-35	-2	-6	98	-2.1	35	-2	-13
O=C(Nc1ccccc1)N1CCN(c2ccc(C(F)(F)F)cn2)CC1	-15	0	-12	19	16	/	/	-2.1	-19	4	-25
Cn1cc(Br)c(C(=O)NNC(=O)c2cccc(Br)c2)n1	-2	-1	0	22	4	-5	100	-0.3	-22	5	-5
COC(=O)c1ccccc1NC(=O)CN(c1c(C)cccc1C)S(C)(=O)=O	1	-5	-7	-13	6	-4	95	1.0	13	-20	103
NS(=O)(=O)c1cccc(NC(=O)c2cc(-c3cccs3)nc3ccccc23)c1	5	0	0	/	-10	6	95	0.6	/	-27	22
Cc1ccc(C(=O)NC(=S)N2CCCCCC2)cc1	-5	2	-11	-22	-17	10	101	0.6	22	-6	9
Cc1noc(C)c1S(=O)(=O)N1Cc2ccccc2CC1C(=O)N(C)C (centres undefined)	9	-13	0	-24	24	-5	97	-0.8	24	3	1
Continuation.
SMILES	PKA-R2B activ	NSD2 inh	PKA-R1A act	SR-BI DiI inh	Arrestin-AP2 inh	MITF act	DSG3 Ab inh	CDK5 p35 inh	SR-BI DiI-HDL act	dFosB activator	SUMO Mot1 rescue
Cc1[nH]c2ccccc2c1NC(=O)CN1CCN(c2cccc(C(F)(F)F)c2)CC1	-3	5	-13	-1	-1	7	119	-1.4	1	-3	/
Cc1ccc(-n2nnnc2SCC(=O)N2CCN(C(=O)c3ccco3)CC2)c(C)c1	-3	-1	-9	45	-1	-10	106	0.0	-45	4	-18
S=C(NC1CC1)N1CCN(c2ccc(Cl)cc2)CC1	-8	3	1	-11	-8	5	98	1.2	11	-4	18
CC(C)OCCCNC(=O)C1CCC(=O)N1C(C)C (centres undefined)	6	16	-7	-23	0	2	99	-2.6	23	2	89
